S-ASM inh = human S-ASM enzyme inhibition | Potency, µM (highest dose often 57.5 µM), inactives show top-dose activity change, negative = inhibition, actives largely listed as inhibitors | placental ASM, HMU-PC fluorogenic substrate, 60 min | P17405 | AID 504937 | 340,000 compounds, 0.006% hits; also: potency is read from the fitted curve at half-maximal effect
Target sequence (P17405 47-631 limits assumed): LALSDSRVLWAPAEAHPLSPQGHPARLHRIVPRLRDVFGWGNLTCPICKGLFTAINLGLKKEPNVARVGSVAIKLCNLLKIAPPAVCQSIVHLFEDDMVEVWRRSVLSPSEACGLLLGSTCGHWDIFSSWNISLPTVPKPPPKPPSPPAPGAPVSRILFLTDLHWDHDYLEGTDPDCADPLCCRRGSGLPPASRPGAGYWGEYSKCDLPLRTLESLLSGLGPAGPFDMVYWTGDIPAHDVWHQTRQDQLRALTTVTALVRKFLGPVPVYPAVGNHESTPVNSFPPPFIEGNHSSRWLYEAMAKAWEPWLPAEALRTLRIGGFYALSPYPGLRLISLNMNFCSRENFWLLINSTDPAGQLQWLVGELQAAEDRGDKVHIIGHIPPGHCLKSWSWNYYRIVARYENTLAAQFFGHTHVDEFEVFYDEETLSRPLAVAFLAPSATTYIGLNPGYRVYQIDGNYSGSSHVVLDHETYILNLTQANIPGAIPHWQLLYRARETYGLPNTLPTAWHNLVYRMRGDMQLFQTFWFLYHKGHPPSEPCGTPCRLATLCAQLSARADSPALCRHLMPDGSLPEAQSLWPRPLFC
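Steps: dispense placental human ASM, pin compound, wait 10 min at room temperature, add HMU-PC0 substrate at 9 uM final, incubate 60 min at 37 °C, add stop solution raising pH to 10, read fluorescence.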
TCR activator = activators of T cell receptors. AID 504894. Potency, µM (titrated, usually from 9.22 µM), inactives show top-dose activation of IL-2 secretion, usual class: activators. 330,000 tested, under 10 active. primary human leukocytes, anti-CD3, IL-2 HTRF, 48 h; also: % of control where 0% means no effect
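Human primary leukocytes + a-CD3 beads + cpd, 48 hr; IL-2 in supernatant by HTRF (ex 320nm / em 665nm). No co-stimulatory signal supplied.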
ELG1 repair inh = blocks ELG1-dependent DNA repair in HEK293T cells | HEK293T ELG1-luciferase reporter, luminescence, 16 h; DNA damage induced by 5-fluorouridine | Potency, µM (series often up to 46.1 µM), for the others: at the highest dose activity change, negative = inhibition, usual class: inhibitors | 330,000 compounds, 2.3% hits; also: potency is read from the fitted curve at half-maximal effect; % is scaled to controls: 0 for no effect and ±100 for the full control effect; nearly all actives have a fitted effect of over 55% in size
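Reporter activity after DNA damage by 5-fluorouridine is monitored. Compound-treated cells incubate 16 hr at 37 °C, then ONE-Glo is added for 30 min before luminescence reading.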
TSG101-PTAP inh = blocks PTAP/TSG101 interaction to inhibit HIV-1 budding. Q99816. Fluorescence polarization, FITC-PTAP peptide / Tsg101 binding. 340,000 tested, under 10 active. Potency, µM (doses to about 115 µM), inactives show at the highest dose activity change, negative = inhibition, hits mostly inhibitors. AID 493005; active = well fitted inhibition curve with a large enough effect in the main read-out, with a control signal flat, not every such curve was filed as active; inconclusive = small, poorly fitted or top-dose-only effect, or effect the other way, or a change in a side signal; inactive = no such curve, though single readings can be large or run the other way; also: potency is read from the fitted curve at half-maximal effect; % of control where 0% means no effect
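Fluorescence anisotropy tracks displacement of a FITC-tagged PTAP peptide (50 nM) from the Tsg101 binding domain (10 uM), following a 20 min room-temperature incubation at pH 7.5.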
Chronic BCR inh = blocks chronic active B-cell receptor signaling. ABC-DLBCL IkBa-CBG/CBR reporter, luminescence ratio, 4 h. Potency, µM (top dose mostly 46.1 µM), without a hit: at the top dose ratio change, negative = lower green/red ratio, hits mostly inhibitors. 340,000 compounds, 0.05% hits. AID 493014; active = well fitted inhibition curve with a large enough effect in the signal ratio, with a control signal flat, not every such curve was filed as active; inconclusive = small, poorly fitted or top-dose-only effect, or effect the other way, or a change in a side signal; the % refers to the signal ratio;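 also: potency is read from the fitted curve at half-maximal effect; plate controls were basal doxycycline-induced cells for no effect and cells given 10 µM MG132 for full effect; MG132 reads +100%, hits lower the ratio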
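TMD8 human ABC-DLBCL cells with doxycycline-inducible IκBα–green luciferase fusion and unfused red luciferase, in 0.5% FBS medium; compounds up to 46 uM, 4 h at 37C. Green/red luminescence ratio, filter-overlap corrected, fitted to concentration-response curves.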
AT treatment = potential ataxia-telangiectasia treatments restoring KAP-1 phosphorylation | Potency, µM (top dose mostly 57.5 µM), inactives show at the top dose activation, hits mostly activators | AID 485349 | 320,000 compounds, 0.19% hits | […] A-T fibroblasts, KAP-1 phosphorylation AlphaLISA; neocarzinostatin DNA damage 30 min before lysis; also: potency is read from the fitted curve at half-maximal effect; % of control where 0% means no effect; nearly all actives have a fitted effect of over 45% in size
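hTERT-immortalized A-T patient fibroblasts ([…]), 500 cells/well in OPTI-MEM, 1% FBS, got compounds for 60 min, then NCS for 30 min at 37C. Lysates were then assayed for phospho-KAP-1 by AlphaLISA (anti-pKAP1 donor, anti-KAP1 acceptor beads), 6 hr at 25C.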
Tb PFK block = T. brucei PFK enzyme inhibition. O15648. T. brucei PFK, ADP-Glo luminescence. Potency, µM (top dose mostly 57.5 µM), inactives show top-dose activity, negative = inhibition, actives largely listed as inhibitors. 330,000 compounds, 0.17% hits;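 also: potency is read from the fitted curve at half-maximal effect; 0% = uninhibited 1x PFK enzyme wells and -100% = no-enzyme wells; nearly all actives have a fitted effect of over 60% in size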
Target sequence (O15648 whole entry, looked up): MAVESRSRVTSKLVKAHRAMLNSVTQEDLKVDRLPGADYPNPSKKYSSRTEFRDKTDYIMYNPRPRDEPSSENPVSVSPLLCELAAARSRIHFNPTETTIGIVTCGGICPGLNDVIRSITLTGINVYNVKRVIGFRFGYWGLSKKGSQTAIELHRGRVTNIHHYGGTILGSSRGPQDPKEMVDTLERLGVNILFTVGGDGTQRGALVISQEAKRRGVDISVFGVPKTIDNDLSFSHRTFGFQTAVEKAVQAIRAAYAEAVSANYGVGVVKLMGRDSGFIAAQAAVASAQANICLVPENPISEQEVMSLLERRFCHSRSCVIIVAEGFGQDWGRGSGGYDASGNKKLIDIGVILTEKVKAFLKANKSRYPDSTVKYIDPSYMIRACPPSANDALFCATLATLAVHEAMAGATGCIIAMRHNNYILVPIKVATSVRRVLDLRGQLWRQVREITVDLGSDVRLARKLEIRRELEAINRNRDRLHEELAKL
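Luminescent ADP detection (ADP-Glo, two-step: ATP depletion then ADP-to-ATP conversion for luciferase) reported PFK activity after 45 min room-temperature reaction of 1.25 nM enzyme with 0.5 mM F6P and 0.1 mM ATP at pH 8.0.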
Eya2 inh = Eya2 (human) phosphatase inhibition | Potency, µM (doses to about 76.9 µM), for inactives: at the highest dose activity, negative = inhibition, actives largely listed as inhibitors | 330,000 compounds, 0.006% hits | O00167 | recombinant Eya2, OMFP fluorescence dephosphorylation (OMFP is methylfluorescein phosphate) | AID 488837; also: potency is read from the fitted curve at half-maximal effect; % is scaled to controls: 0 for no effect and ±100 for the full control effect
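Eya2 (0.2 uM) preincubated 10 min at ambient with compound, then OMFP substrate added at 50 uM; 10 min reaction in 50 mM HEPES pH 7.5, 50 mM NaCl, 5 uM MgCl2, 0.05% BSA, 1 mM DTT. Fluorescence read at Ex 485/Em 525 nm.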
a7 integrin act = activates integrin-mediated alleviation for muscular dystrophy. alpha7betagal myoblasts, beta-gal FDG fluorescence, 48 h. Potency, µM (doses to about 38.3 µM), without a hit: top-dose activation, hits mostly activators. 350,000 compounds, 0.064% hits;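 also: potency is read from the fitted curve at half-maximal effect; 100% = response of the positive control SU9516; nearly all actives have a fitted effect of over 60% in size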
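Alpha7betagal+/- myoblasts (passage 13) were plated 16-24 hr, then exposed to compounds (1:260 dilution of DMSO stock) for 48 hours at 37C. After MPER lysis, β-galactosidase reporter activity was read as FDG fluorescence (ex 480/em 540) after 30 minutes.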
Mito fusion act = blocks mitochondrial division or promotes mitochondrial fusion | Potency, µM (series often up to 46.1 µM), for the others: at the top dose growth rescue (activation), actives largely listed as activators | 320,000 compounds, 0.23% hits | S. cerevisiae fusion-defective mutant growth rescue, CellTiterGlo 48 h | AID 485298;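 also: potency is read from the fitted curve at half-maximal effect; % of control where 0% means no effect; nearly all actives have a fitted effect of over 45% in size; temperature-sensitive fusion mutants such as fzo1-1 at 37 °C on non-fermentable ethanol glycerol medium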
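Growth-rescue viability read-out: after 48 h at the non-permissive 37C in glycerol/ethanol YPEG, yeast mitochondrial fusion mutants are measured by CellTiterGlo luminescence; compounds (23 nl pinned per well) restoring growth score as division inhibitors or fusion activators.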
TSHR antagonist = human thyrotropin receptor antagonism. P16473. TSHR-expressing cells, TSH-stimulated cAMP HTRF, 2 h; hits give low values. activity change, negative = inhibition, % at 11.5 µM. 330,000 compounds, 0.2% hits;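 active = activity change below a set negative limit, meaning inhibition stronger than a set level, cut at about -70% in these data; inconclusive = activity change between two set negative limits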; also: % is scaled to controls: 0 for no effect and ±100 for the full control effect
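Freshly harvested TSHR cells receive pin-tooled compound, then EC80 TSH at 4nM final. After 2 hours at 37 deg C, antibody in lysis buffer and cAMP-d2 are added; 30 minutes at ambient temperature precede the HTRF read.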
Starred values were filed as active, the others as inactive; ? = inconclusive; . = no result given; [ ] = another dose, or the depositor's remark. Unless noted, calls follow the shape of the dose curve; as a rule, active = well fitted curve in the direction sought with a large enough effect; inconclusive = small, poorly fitted or top-dose-only effect, or another doubt; inactive = no such curve, though single readings can be large; an effect the other way counts as inactive or inconclusive.

SMILES	S-ASM inh	TCR activator	ELG1 repair inh	TSG101-PTAP inh	Chronic BCR inh	AT treatment	Tb PFK block	Eya2 inh	a7 integrin act	Mito fusion act	TSHR antagonist
Oc1c(Cl)cccc1C=Nc1cc(C(F)(F)F)ccc1N1CCCC1	-12%	3%	-5%	-1%	3%	6%	-5%	3%	-17%	10%	-2
CC(=O)NCCNC(=O)c1oc2ccccc2c1CSc1ncn[nH]1	-1%	2%	13%	0%	-7%	2%	2%	19%	-5%	1%	4
CCOC(=O)COc1cc(=O)n(CC)c2ccccc12	-6%	-7%	?	-15%	0%	-4%	1%	7%	22%	-2%	-11
CCCOc1ccc(N2C(=O)CC(SC(=NCC)NCC)C2=O)cc1 (stereo not given)	-1%	2%[46.1 µM]	-11%	0%	5%	1%	2%	5%	-15%	-4%	6
C=COCCn1c(=N)n(CCC)c2ccccc21	-1%	1%	-7%	-4%	0%	-4%	2%	-14%	-15%	-3%	-3
CN1CCN(c2ccc(NC(=O)COc3ccc4ccccc4c3)cc2)CC1	-5%	-2%	?	-6%	6%	-12%	-1%	-3%	-59%[inhibitor]	0%	-15
O=C(COc1ccc(Cl)cc1Cl)N/N=C/c1ccc[nH]1	-1%	0%	?	-5%	0%	13%	?	17%	-18%	1%	0
CCOC(=O)Cc1nnc(NC(=O)CSc2ccccc2)s1	11%	-4%	0%	-11%	2%	-1%	22%	-14%	7%	0%	6
CN1C(=S)SC(/[N+]([O-])=C\c2ccccc2)C1(C)C (stereo not given)	1%	-81%	8%	-3%	-5%	-3%	-4%	-2%	-1%	1%	10
O=C(CCNS(=O)(=O)c1ccccc1Cl)N1CCN(c2ccccn2)CC1	3%	0%	1%	-4%	3%	5%	-10%	-8%	-8%	-1%	2
CC1(C)O[C@@H](CC(=O)O)[C@]23CO[C@H](C(=O)[C@]4(C)C2CC[C@@]2(C)[C@H](c5ccoc5)OC(=O)C5O[C@]524)[C@@H]13 (stereo not given in full)	5%	5%	15%	-2%	-1%	7%	9%	6%	5%	.	4
Cc1csc(SCC(=O)c2ccc(S(=O)(=O)N3CCOCC3)cc2)n1	6%	.	-2%	-7%	3%	4%	-1%	-3%	3%	-3%	-12
Cn1c(=O)c2c(nc(N/N=C/c3cccs3)n2C)n(C)c1=O	-2%	9%	0%	-5%	16%	5%	1%	10%	10%	-1%	-13
CCn1c2ccccc2c2cc(NC(=O)CN(C)CC(=O)Nc3ccc(N4CCOCC4)cc3)ccc21	-13%	9%	?	-3%	-25%	2%	-4%	-7%	-5%	-1%	4
C(=N\Nc1nc2ccccc2[nH]1)/c1ccc2c(c1)OCO2	-1%	8%	?	-6%	?	-6%	-6%	-2%	17%	-2%	-17
Cc1cc(-c2n[nH]c(=S)n2/N=C/C(Br)=C/c2ccccc2)n[nH]1	-10%	-8%[46.1 µM]	?	1%	?	-5%	-13%	-11%	-54%[inhibitor]	4%	-27
CCOCC(=O)Nc1cc(C(=O)Nc2ccccc2)ccc1Cl	4%	.	?	-2%	-15%	6%	-3%	-5%	12%	-9%	-6
O=C(O)CCC(=O)NC1CCCCCCC1	3%	.	-2%	-9%	1%	4%	4%	4%	25%	3%	4
O=C(NCc1ccccn1)c1cccc(NS(=O)(=O)c2ccccc2)c1	4%	-4%	19%	0%	-1%	-2%	17%	5%	-1%	-4%	6
O=c1[nH]c2ccccc2c(O)c1-c1cc2ccccc2oc1=O	.	.	-7%	.	1%	-1%	0%	1%	.	-4%	6
COc1cccc(C2N(c3ccc(Cl)cc3)C(=O)C3CCCN32)c1 (stereo not given)	-6%	-6%[46.1 µM]	29%	-2%	2%	1%	2%	-6%	0%	-3%	0
Cc1ccc(C(=O)NCCC2=CCCCC2)cc1S(=O)(=O)N1CCOCC1	-1%	-4%	?	-1%	?	2%	0%	12%	-14%	2%	-7
O=C(Nc1ccccc1)Nc1ccccc1C(=O)NCc1ccco1	-1%	.	14%	-3%	?	-1%	-7%	1%	0%	0%	2
COC(=O)COc1cccc(NC(=O)C(c2ccccc2)c2ccccc2)c1	-3%	6%	-6%	-2%	-4%	2%	-1%	0%	-2%	0%	-4
CC(C)CC(NC(=O)c1ccc(Cl)cc1)C(=O)OCc1cc([N+](=O)[O-])cc2c1OCOC2 (stereo not given)	-8%	-1%[46.1 µM]	-5%	-3%	10%	3%	0%	0%	7%	3%	-23
O=S(=O)(NCc1cccnc1)c1ccc(Cl)c2ccccc12	0%	4%	?	1%	?	2%	2%	7%	19%	-3%	-3
COc1ccc(CCNC(=O)CS(=O)Cc2nc(-c3cccs3)oc2C)cc1OC (stereo not given)	-1%	-5%	-5%	0%	-2%	-1%	-6%	-6%	-2%[7.66 µM]	-1%	0
CC(=O)N(C)c1ccc(OCC(O)COc2ccc(N(C)C(C)=O)cc2)cc1	0%	-7%	14%	-2%	?	12%	-6%	-19%	16%	-4%	-1
COc1cc([C@H](Cc2ccccc2)NC(C)=O)oc(=O)c1	-1%	0%	-8%	-7%	7%	-14%	-6%	9%	-14%	11%	5
C#CCNC(=O)C1=C[C@@H](c2ccc(C(F)(F)F)cc2)[C@H](CCCO)[C@@H](OCC)O1	2%	-3%	2%	-3%	-18%	-7%	0%	7%	-13%	0%	-7
COCCN(C(=O)CCC(=O)Nc1ccccn1)C(C(=O)NCCC(C)C)c1ccc(C)cc1 (stereo not given)	-2%	1%	17%	1%	1%	5%	2%	-1%	11%	-1%	5
CC(CO)Nc1nc(SCc2ccccc2)nc2sc3c(c12)CCC3 (stereo not given)	-23%	1%	?	-11%	13%	2%	2%	20%	-13%	10%	-5
CC(=O)c1ccc(S(=O)(=O)NC2CCCCCCC2)cc1	-1%	8%	?	1%	-12%	15%	?	-9%	8%	?	3
COc1cc(C(=O)NC2CCN(CC(=O)NC3CCCCC3)CC2)cc(OC)c1OC	3%	3%	0%	-3%	-2%	2%	-1%	16%	23%	4%	1
Cc1noc(NS(=O)(=O)c2ccc(NC(=O)CSc3nc4ccccc4[nH]3)cc2)c1C	-1%	.	-1%	-6%	-2%	6%	-3%	9%	-7%	-2%	10
O=c1oc2ccccc2c(O)c1/C=N/c1ncccn1	4%	0%	-1%	-4%	?	-1%	4%	24%	-17%	1%	-33

Of the compounds above, six contain an NH in an aromatic ring:
SMILES	S-ASM inh	TCR activator	ELG1 repair inh	TSG101-PTAP inh	Chronic BCR inh	AT treatment	Tb PFK block	Eya2 inh	a7 integrin act	Mito fusion act	TSHR antagonist
CC(=O)NCCNC(=O)c1oc2ccccc2c1CSc1ncn[nH]1	-1%	2%	13%	0%	-7%	2%	2%	19%	-5%	1%	4
O=C(COc1ccc(Cl)cc1Cl)N/N=C/c1ccc[nH]1	-1%	0%	?	-5%	0%	13%	?	17%	-18%	1%	0
C(=N\Nc1nc2ccccc2[nH]1)/c1ccc2c(c1)OCO2	-1%	8%	?	-6%	?	-6%	-6%	-2%	17%	-2%	-17
Cc1cc(-c2n[nH]c(=S)n2/N=C/C(Br)=C/c2ccccc2)n[nH]1	-10%	-8%[46.1 µM]	?	1%	?	-5%	-13%	-11%	-54%[inhibitor]	4%	-27
O=c1[nH]c2ccccc2c(O)c1-c1cc2ccccc2oc1=O	.	.	-7%	.	1%	-1%	0%	1%	.	-4%	6
Cc1noc(NS(=O)(=O)c2ccc(NC(=O)CSc3nc4ccccc4[nH]3)cc2)c1C	-1%	.	-1%	-6%	-2%	6%	-3%	9%	-7%	-2%	10
